DENV2 CPE rescue: inhibitors of DENV2 cytopathic effect; DENV2-infected cells, cytopathic effect rescue, plate reader; CPE inhibition, % at 9.99 µM; hit rate 1.7% among 350,000; AID 651640; in the data active = CPE inhibition above about 20%, passing the limit was not always enough; inconclusive = no clear call, values can overlap the other calls; tested in BHK-21 cells;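 also: 0% = median of neutral control wells and 100% = median of positive control wells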
E-selectin induc: E-selectin induction on HUVECs | P16581 | hit rate 0.37% among 260,000 | activation, % at 7.58 µM | HUVEC E-selectin immunofluorescence imaging; normalized: neutral wells 0, TNF-alpha wells 100;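 active = mean E-selectin-positive cell signal at least 10% of the positive control, reached in at least 60% of replicates, without over 20% cell loss; inconclusive = no rule given, readout overlaps actives, possibly toxicity-flagged; inactive = the rest, including those meeting only one limit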;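 also: in these data hits start at about 27%; measured in HUVEC primary endothelial cells; signal is the percent of cells scored E-selectin positive by PE staining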
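Test system: HUVEC | Signal: Immunofluorescence imaging | Read-out: Percent E-selectin-positive cells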
RAD54 branch: RAD54 (human) branch migration inhibition; Q92698; RAD54 Holliday junction branch migration, FAM/BHQ fluorescence; inhibition, % at 10.4 µM; hit rate 0.14% among 360,000;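 active = mean normalized replicate activity at least 40 and at least half of replicates scoring 40 or more; inconclusive = only one of the two criteria met; inactive = mean below 40 and under half of replicates reaching 40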;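 also: 0% = median of neutral control wells and 100% = median of positive control wells; inhibitors cause a drop in the FAM fluorescence signal; in these data hits start at about 50%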
Target sequence (Q92698 whole entry, looked up): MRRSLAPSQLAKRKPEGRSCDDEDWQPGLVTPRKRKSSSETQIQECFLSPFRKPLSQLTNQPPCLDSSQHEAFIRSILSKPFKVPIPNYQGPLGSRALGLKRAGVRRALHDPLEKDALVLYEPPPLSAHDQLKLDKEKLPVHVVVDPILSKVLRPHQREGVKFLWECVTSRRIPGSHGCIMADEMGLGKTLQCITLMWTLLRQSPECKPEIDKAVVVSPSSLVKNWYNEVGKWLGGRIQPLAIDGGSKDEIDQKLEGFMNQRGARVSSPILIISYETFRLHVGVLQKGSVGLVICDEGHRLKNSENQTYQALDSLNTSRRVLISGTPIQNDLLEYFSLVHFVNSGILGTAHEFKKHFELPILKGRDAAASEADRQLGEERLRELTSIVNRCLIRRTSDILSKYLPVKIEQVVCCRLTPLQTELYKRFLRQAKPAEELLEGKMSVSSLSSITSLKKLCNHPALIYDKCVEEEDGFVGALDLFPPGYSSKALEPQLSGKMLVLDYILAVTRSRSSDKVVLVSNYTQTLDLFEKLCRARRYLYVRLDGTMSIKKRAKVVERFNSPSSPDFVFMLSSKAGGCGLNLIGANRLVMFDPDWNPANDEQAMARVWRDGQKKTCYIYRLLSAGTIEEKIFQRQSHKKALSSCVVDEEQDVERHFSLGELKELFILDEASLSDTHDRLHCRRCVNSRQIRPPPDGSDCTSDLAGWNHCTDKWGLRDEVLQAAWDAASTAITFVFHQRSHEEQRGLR
Casp6 inh: caspase-6 (human) enzyme inhibition | AID 686996 | inhibition, % at 12.5 µM | purified caspase-6, Z-VEID-R110 cleavage fluorescence | hit rate 0.53% among 350,000;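 active = mean inhibition across replicates at least about 35%, with every replicate also reaching that limit, limit read from the data; inconclusive = only one of the two criteria met; inactive = neither criterion met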;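 also: 0% = median of neutral control wells and 100% = no fluorescence left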
RAD52 inh: blocks human RAD52 DNA annealing; inhibition, % at 18.7 µM; hit rate 0.46% among 360,000; recombinant RAD52 DNA annealing, FRET fluorescence; P43351; AID 651710;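 active = every replicate showing at least 50% inhibition; inconclusive = mean inhibition at least 50% but not in every replicate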
INS-1E GSIS act: primary screen for activators of insulin secretion dependent on glucose, INS-1E cells, GLuc reporter luminescence; INS-1E GLuc reporter insulin secretion, 2-3 h; activation, % at 16.6 µM; hit rate 0.61% among 370,000;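 active = lowest replicate activation of at least 40%, so every replicate reaches that level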;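 also: 0% = median of neutral control wells and 100% = median of IBMX positive control wells; some compounds called inactive have numbers as strong as hits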
Xi reactivation: reactivates the inactive X chromosome in mouse fibroblasts. XiGFP mouse fibroblasts, % GFP-positive cells imaging, 3 d; cells co-treated with 5-aza-dC sensitizer; scaled so ellipticine positive control = 100%. activation, % at 7.58 µM. hit rate 0.055% among 360,000. AID 743238;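 active = mean normalized replicate activation at least 10% and every replicate at or above 10%; inconclusive = only one of the two criteria met; inactive = mean below 10% and not all replicates reach 10%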;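 also: 0% = median of on-plate neutral control wells and 100% = ellipticine 6 µM median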
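Material: XiGFP fibroblasts, SV40-immortalized; Buffer or medium: DMEM containing 5-aza-dC; Compound dosing: single point; Times: 3 days compound exposure.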
F508del corr: CFTR F508del correction in bronchial cells. hit rate 0.36% among 350,000. CFBE cells, YFP halide quenching; stimulated with forskolin plus potentiator P3; % fluorescence drop versus neutral controls. AID 720511. activity (quench increase), % at 7.58 µM;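 active = mean added fluorescence quench of at least 8% versus neutral control, with both replicates also reaching 8%; inconclusive = only one of the mean or replicate conditions met; inactive = mean below 8% and not both replicates reaching 8%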;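 also: cells transiently co-express mutant CFTR-F508del with the halide-sensitive YFP; corrector assay measuring rescue of mutant channel to the surface after 24 h compound exposure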
* = called active by the depositor; ? = inconclusive; nt = not tested or not shown.

SMILES	DENV2 CPE rescue	E-selectin induc	RAD54 branch	Casp6 inh	RAD52 inh	INS-1E GSIS act	Xi reactivation	F508del corr
COc1ccc2c3c(n(C)c2c1)[C@H](CO)N(CC1CC1)CC31CCN(C(=O)c2cccc(F)c2)CC1	-4	-0.1	nt	1	-46	0	0.0	1.3
COc1cccc(CN(C)c2nc(-c3cccs3)nc3ccccc23)c1	-4	0.1	nt	0	-7	26	0.1	nt
C[C@H]1CN([C@@H](C)CO)C(=O)Cc2cc(NC(=O)Nc3cccc4ccccc34)ccc2O[C@H]1CN(C)Cc1ccncc1	0	nt	-3	6	13	2	0.2	0.6
CC(C)N(Cc1ccccc1)S(=O)(=O)c1n[nH]c(C(C)(C)C)n1	1	0.0	nt	25	16	-3	0.2	0.9
Cc1c(S(=O)(=O)N2CCN(c3cccc(C(F)(F)F)c3)CC2)c(=O)n(C)c(=O)n1C	16	-0.2	-11	-2	-5	nt	-0.1	0.9
NC(=O)CSc1nnc(-c2cnccn2)n1Cc1ccco1	1	-0.1	-6	1	-9	12	0.0	-1.1
COc1ccc(OC)c(S(=O)(=O)Nc2c(C)nn(C)c2C)c1	-7	0.3	-5	-1	-14	21	0.1	-2.4
COc1cc2c(c(OC)c1OC)C(c1ccccc1C)CC(=O)O2 (centres undefined)	2	0.8	-1	0	-16	-11	0.1	4.9
CCC(Cc1ccccc1)NC(=O)C1CCC(CNc2c(N3CCCC3)c(=O)c2=O)CC1 (centres undefined)	-5	1.4	-6	0	-4	-1	0.1	-2.3
O=C(c1cccs1)N1CCN=C1SCc1ccc(F)cc1	1	-0.4	nt	0	-10	-13	nt	-0.1
CCOc1ccc(CN(C)CC(=O)Nc2ccccc2C(=O)NC2CC2)cc1	-2	-0.2	5	3	-2	13	0.2	0.0
COC(=O)c1ccc(COc2ccc(Cl)cc2)o1	-5	nt	2	2	-7	9	0.3	-4.2
O=C(NN1C(=O)CSC1=S)C(=O)NN1C(=O)CSC1=S	5	2.1	-11	51*	-451	nt	-0.1	-5.7
O=C(COC(=O)/C=C/c1ccc(Br)o1)Nc1ccc2[nH]c(=O)[nH]c2c1	20	nt	-2	0	-4	24	0.0	0.8
CCCNC(=O)COC(=O)CCC(=O)c1cccs1	-2	1.3	nt	2	-15	7	-0.1	1.2
CCCCn1c(N)c(N(CCOC)C(=O)COC(=O)COc2c(C)cccc2C)c(=O)[nH]c1=O	13	nt	nt	15	6	12	-0.1	-1.9
CC(C)(C)OC(=O)N1CCC(C(=O)Nc2cccc(C(=O)NCCCCc3ccccc3)c2)CC1	-6	0.3	-11	-2	-4	-12	0.1	-0.3
COc1ccc(OC)c(NC(=O)N[C@H](Cc2ccccc2)C(=O)NN)c1	-10	-0.5	nt	1	-6	nt	0.9	-1.0
CC(NC(=O)c1ccco1)C(=O)NC(C)c1cc(F)c(Cl)cc1Cl (centres undefined)	-1	0.0	6	2	-8	-5	0.0	4.6
Cc1ccc(C2N(c3ccccc3)C(=O)N3CCCN23)cc1 (centres undefined)	7	nt	nt	2	-6	0	0.2	-2.1
NS(=O)(=O)c1ccc(CCNC(=O)C2CCC(CNS(=O)(=O)c3ccc(Br)s3)CC2)cc1 (centres undefined)	-2	0.9	nt	3	-21	-4	0.0	1.9
CC1(C(=O)NNC(=O)c2cccc([N+](=O)[O-])c2)CC1Br (centres undefined)	15	0.0	-10	1	-3	11	-0.1	1.2
COc1cccc(NC(=O)c2ccccc2-c2ccccc2)c1	0	nt	-7	-1	-10	-6	0.2	0.6
COc1ccc(C(=O)COC(=O)CNC(=O)c2ccc(Cl)cc2Cl)c(OC)c1	?	1.6	-13	-2	-9	6	-0.1	-2.2
O=C(c1cccnc1)n1nc(NCc2ccccc2)nc1NCc1ccccc1	3	0.4	-6	-1	-9	-31	2.4	-0.8

Copied from the list:
C[C@H]1CN([C@@H](C)CO)C(=O)Cc2cc(NC(=O)Nc3cccc4ccccc34)ccc2O[C@H]1CN(C)Cc1ccncc1 – F508del corr = 0.6
COc1cc2c(c(OC)c1OC)C(c1ccccc1C)CC(=O)O2 (centres undefined) – INS-1E GSIS act = -11

The list goes on:
SMILES	DENV2 CPE rescue	E-selectin induc	RAD54 branch	Casp6 inh	RAD52 inh	INS-1E GSIS act	Xi reactivation	F508del corr
Fc1cccc(-c2cncc(N3CCN(CCN4CCCC4)CC3)n2)c1	-2	0.4	-6	-19	2	12	-0.1	0.1
CO[C@@H]1CN(C)C(=O)c2cc(NC(=O)c3cc(C)on3)ccc2OC[C@@H](C)N(CC2CC2)C[C@@H]1C	0	0.0	0	nt	-6	18	0.1	-2.4
Cc1cc(C)nc(N2CCCC(C(=O)Nc3cc(F)ccc3C)C2)n1 (centres undefined)	nt	nt	12	-3	-7	2	nt	nt
CC(C)CC#Cc1ccc([C@@H]2[C@@H](CO)N3CCCCN(C(=O)NC4CCCC4)C[C@@H]23)cc1	-12	0.4	-7	-2	9	-19	0.2	0.5
CCCN(CC(=O)Nc1ccc(F)c(F)c1F)C(=O)CN1C(=O)NC2(CCCCC2)C1=O	3	nt	2	-2	-12	-9	0.1	-6.3
C=CCOc1c(Cl)cc(/C=N/O)cc1OC	3	nt	-8	0	10	12	nt	-1.9
CC1=C(C(=O)Nc2ccccc2F)C(c2ccsc2)C2=C(CC(C)(C)CC2=O)N1 (centres undefined)	4	nt	nt	5	-9	-16	0.1	nt

One compound at a time (already shown). Values in the order: DENV2 CPE rescue	E-selectin induc	RAD54 branch	Casp6 inh	RAD52 inh	INS-1E GSIS act	Xi reactivation	F508del corr
`CC1=C(C(=O)Nc2ccccc2F)C(c2ccsc2)C2=C(CC(C)(C)CC2=O)N1` (centres undefined) is listed with 4	nt	nt	5	-9	-16	0.1	nt
`Fc1cccc(-c2cncc(N3CCN(CCN4CCCC4)CC3)n2)c1` is listed with -2	0.4	-6	-19	2	12	-0.1	0.1
`CCCN(CC(=O)Nc1ccc(F)c(F)c1F)C(=O)CN1C(=O)NC2(CCCCC2)C1=O` is listed with 3	nt	2	-2	-12	-9	0.1	-6.3
`CC(C)CC#Cc1ccc([C@@H]2[C@@H](CO)N3CCCCN(C(=O)NC4CCCC4)C[C@@H]23)cc1` is listed with -12	0.4	-7	-2	9	-19	0.2	0.5

Bioassay records: PubChem BioAssay, Broad Institute
